# Screens: PubChem BioAssay, Sanford-Burnham Center for Chemical Genomics
# Hsp70 displacement: Hsp70 inhibitors, probe displacement, primary screen, biochemical, fluorescence polarization (AID 583); Hsp70 fluorescence polarization probe displacement, mP; higher % means a stronger effect; actives 0.06% (n = 140,000); one-dose displacement, % at 20 µM; IC50 in µM for titrated hits; in the data active means displacement above about 50%;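 further: plate controls were vehicle for no effect and reference ligand for full effect; a part of the inactive calls stands beside numbers as strong as those of hits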
# MKP-3 inhibition: inhibition of rat DUSP6 enzyme activity – biochemical, in vitro, primary screen (AID 425) | recombinant MKP-3 phosphatase activity, fluorescence; higher % means a stronger effect | inhibition, % at 20 µM; hits with a dose series show IC50 in µM | actives 0.17% (n = 110,000); in the data active means inhibition above about 50%;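 further: plate controls were vehicle for no effect and reference inhibitor for full effect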
# * = called active by the depositor; · = no result given; & = joins results of further samples. An excerpt; the hit share may differ from the screen's.
SMILES,Hsp70 displacement,MKP-3 inhibition
CC1=C(C(=O)Nc2ccccc2Cl)C(c2ccccc2F)NC(=S)N1 (stereo not given),0.9%,3%
N#Cc1nc(COc2ccc(Br)cc2)oc1N1CCCC1,0.7%,1%
Cc1ccc(N(CC(=O)NCCc2ccccc2)S(=O)(=O)c2c(C)noc2C)cc1,3.8%,·
O=c1c2ccccc2nnn1CSc1nnnn1-c1ccccc1,-0.9%,·
Cc1nnc(C)n1/N=C\c1ccccc1F,7.5%,-1%
Cc1sc2nc(SCC(=O)Nc3c(C)n(C)n(-c4ccccc4)c3=O)n(C)c(=O)c2c1C,0.6%,-2%
CC1=NN(c2ccccc2)C(=O)/C1=C\c1c(O)n(-c2ccc(F)cc2)[nH]c1=O,-5.9%,0%
O=C(NC(=S)Nc1ccc(F)cc1)c1cc2ccccc2oc1=O,2.6%,6%
Cc1cccc(NCN2C(=O)c3ccccc3C2=O)c1,-0.4%&2.7%,0%
O=C(/C=C/c1ccco1)Nc1cc(Cl)ccc1Cl,2.7%,8%
Cc1nc(NC(=O)CN(C)S(=O)(=O)c2ccc(Cl)cc2)sc1C,6.8%,·
Cc1ccc(C2C3CN(C(C)C)CC=C3C(C#N)=C(N)C2(C#N)C#N)cc1 (stereo not given),72%,1%
COc1ccc2c(c1)OC(O)(C(F)F)CC2=O (stereo not given),-1.5%,-5%
CSc1sc(C)cc1C1C(C#N)=C(N)N(c2cccnc2)C2=C1C(=O)CCC2 (stereo not given),2.3%,-2%
Cc1ccc(S(=O)(=O)N2CCN(Cc3nc4ccccc4[nH]3)CC2)cc1C,1.8%,·
Cc1ccc(S(=O)(=O)NCCNC(=O)CN2CCCC2)cc1,1.1%,-10%
COc1ccc(C(=O)Nc2ccc(NC(=O)c3ccco3)c(OC)c2)cc1Cl,-1.6%,3%
O=S(=O)(NCc1cccnc1)c1ccc(Cl)s1,3.5%,·
COc1ccc2cc3cc(C(=O)Nc4cc(OC)c(OC)c(OC)c4)oc3nc2c1,-2.9%,·
O=C(Nc1ccc(N2CCOCC2)cc1)c1ccco1,-1.4%,0%
Cc1cc(-c2ccccc2)nc2cc(C(=O)N(Cc3ccccc3)Cc3ccccc3)nn12,-3.0%,·
COc1ccc(C(=O)Nc2cccc(C(C)=O)c2)c(OC)c1OC,2.7%,·
Cc1c(C(=O)O)sc2nc3n(c(=O)c12)CCCCC3,4.8%,·
CC(=O)N(c1ccccc1)c1nnc(C)s1,2.0%,3%
Cc1cc(C)cc(C(=O)N2CCN=C2c2ccccc2)c1,-4.1%,3%
CN1CCN(C(=O)CN(c2cc(C(F)(F)F)ccc2Cl)S(C)(=O)=O)CC1,2.5%,·
CC(C)CCn1c(Cl)nc2c1c(=O)n(C)c(=O)n2C,-0.3%,3%
O=C(Nc1ccccc1C(F)(F)F)N1CCN(c2ccc3nnc(-c4ccc(F)cc4)n3n2)CC1,-1.1%,-3%
CCOC(=O)N1CCC(NC(=O)c2cc(C(=O)Nc3ccc(OC)c(OC)c3)ccc2CO)CC1,1.3%,3%
O=C(NCCc1ccc(Cl)cc1)C1CCN(S(=O)(=O)N2CCCC2)CC1,1.9%,1%
OC(COCC1COc2ccccc2O1)CN1CCN(c2ccccn2)CC1 (stereo not given),-0.4%,-13%
Nc1ccc2nc(SCC(=O)c3ccc(-c4ccccc4)cc3)sc2c1,-3.9%,4%
Cc1cc(=O)oc2c1c(C)nn2-c1ccc(C(=O)OC(C)C)cc1,2.2%,-3%
CCOC(=O)C1=C(N)n2c(s/c(=C\c3cccnc3)c2=O)=C(C(=O)OC)C1c1cccnc1 (stereo not given),-4.8%,-7%
O=C1C(=O)N(C2CCCC2)C(=O)N1C1CCCCC1,-2.3%,7%
CC1CCN(C(=O)c2ccccc2NC(=O)c2cccc(S(=O)(=O)N3CCOCC3)c2)CC1,-0.3%,-1%
CCCCCCOc1ccc(N2C(=O)CC(NCCc3ccc(OC)c(OC)c3)C2=O)cc1 (stereo not given),5.5%,0%
COC(=O)C(NC(C)=O)(Nc1nc(C)cs1)C(F)(F)F (stereo not given),0.0%,·
CN(C)c1ccnc(-n2cccc2/C=N/OCc2ccccc2)c1C#N,1.6%,·
CC1=C(C(=O)Nc2ccccc2Cl)C(c2ccc([N+](=O)[O-])cc2)NC(=O)N1 (stereo not given),-2.0%,1%
Cc1cc(Nc2ccccc2)n(-c2nc3ccccc3[nH]2)n1,-3.3%,-9%
Cc1ccc(-c2csc(NC(=O)c3ccc(Cl)c([N+](=O)[O-])c3)n2)cc1,7.6%,2%
O=C(NNC(=O)c1cnccn1)c1cccc([N+](=O)[O-])c1,-0.7%,·
Cc1cc(N2CCN(C/C=C/c3ccccc3)CC2)nc2ccccc12,-0.3%,3%
CCOC(=O)C(C(C)=O)(N1CCOCC1)N1CCOCC1,5.9%,-2%
CC(C)(C)c1ccc(S(=O)(=O)Nc2ccc(Cl)c(C(N)=O)c2)cc1,1.2%,1%
COc1ccc(N(C)S(=O)(=O)c2c(C)[nH]c(=O)[nH]c2=O)c(OC)c1,-4.8%,6%
COc1ccc(CCNC(=O)CN(C2CCCCC2)S(C)(=O)=O)cc1,3.7%,-8%

# In a second layout: entries from further up
Molecule	Hsp70 displacement	MKP-3 inhibition
Cc1ccc(-c2csc(NC(=O)c3ccc(Cl)c([N+](=O)[O-])c3)n2)cc1	7.6%	2%
O=C(NNC(=O)c1cnccn1)c1cccc([N+](=O)[O-])c1	-0.7%	·
Cc1cc(N2CCN(C/C=C/c3ccccc3)CC2)nc2ccccc12	-0.3%	3%
CCOC(=O)C(C(C)=O)(N1CCOCC1)N1CCOCC1	5.9%	-2%
CC(C)(C)c1ccc(S(=O)(=O)Nc2ccc(Cl)c(C(N)=O)c2)cc1	1.2%	1%
COc1ccc(N(C)S(=O)(=O)c2c(C)[nH]c(=O)[nH]c2=O)c(OC)c1	-4.8%	6%
COc1ccc(CCNC(=O)CN(C2CCCCC2)S(C)(=O)=O)cc1	3.7%	-8%

# Next part
SMILES,Hsp70 displacement,MKP-3 inhibition
O=C(Nc1ccc(F)cc1)c1ccc(S(=O)(=O)NCC2CCCO2)cc1 (stereo not given),3.1%,5%
CCOc1cc(C(C#N)N2CCCCC2)ccc1OC (stereo not given),2.6%,·
Cc1c(C(=O)OC(C)C)[nH]c2c1C(=O)CC(C)(C)C2,-0.6%,-2%
N#Cc1ccc(Cn2c(=O)c(C#N)c3n(c2=O)CCC3)cc1,-1.1%,-17%
COc1ccc(OCC(=O)N2CCN(C(=O)c3cccs3)CC2)cc1,-5.9%,-3%
CCCCNC(=O)c1cc2ncc(Br)cn2n1,-0.2%,3%
Nc1ccc2ncccc2c1,-3.4%,23%
COC(=O)c1ccc(Cn2cnc3c(cnn3-c3ccc(F)cc3)c2=O)o1,4.5%,-2%
Cc1cc(NS(=O)(=O)c2ccc(NC(=O)CCCOc3ccccc3)cc2)no1,0.3%,-5%
Clc1ccc(-c2noc(CCCOc3ccccc3)n2)cc1,2.3%,·
O=C(CN1C(=O)c2ccccc2C1=O)Nc1ccc(S(=O)(=O)NCC2CCCO2)cc1 (stereo not given),-2.2%,-11%
Cc1nc(-c2cnn(-c3ccccc3)c2)c2cc(C)oc2n1,-3.0%,9%
O=C(Nc1ccc(Cl)c(Cl)c1)Nc1nnc(Cc2ccccc2F)s1,0.4%,0%
Cc1cccc(-c2noc(CCC(=O)Nc3ccccc3)n2)c1,5.2%,-4%
CC(C)(C)n1nc2c(c1NC(=O)c1ccc(S(=O)(=O)N3CCCCC3)cc1)CS(=O)C2 (stereo not given),-2.3%,-9%
CCCSc1nnc2n(N)c(=O)c3ccccc3n12,4.0%,·
COCCNC(=O)COc1ccc(C)c(C)c1,·,-2%
Cc1nc2c(C)cccn2c1/C(O)=C1\C(=O)C(=O)N(CCN(C)C)C1c1ccncc1 (stereo not given),-1.7%,-9%
Cc1cc2oc(=O)cc(CN3CCC(C)CC3)c2c(C)c1Cl,-10%,0%
CCN(CC)CCNC(=O)c1cc(S(C)(=O)=O)ccc1OC,-0.2%,1%
COc1ccc(Nc2oc(-c3ccccc3Cl)nc2C#N)cc1,-2.8%,0%
CN(C)c1ccc(CN2CCCCC2)cc1,-5.9%,·
CC1C(c2ccc(N(C)C)cc2)NC(c2ccc(N(C)C)cc2)C(C)C1O (stereo not given),6.8%,-1%
COC(=O)CNC(c1ccccc1Cl)c1cc(Br)ccc1NC(=O)CCN1CCOCC1 (stereo not given),4.1%,3%

# Reprinted from the part before: three compounds, then new ones.
SMILES,Hsp70 displacement,MKP-3 inhibition
CN(C)c1ccc(CN2CCCCC2)cc1,-5.9%,·
CC1C(c2ccc(N(C)C)cc2)NC(c2ccc(N(C)C)cc2)C(C)C1O (stereo not given),6.8%,-1%
COC(=O)CNC(c1ccccc1Cl)c1cc(Br)ccc1NC(=O)CCN1CCOCC1 (stereo not given),4.1%,3%
O=c1[nH]n(-c2cccc3cccnc23)c(=O)c2ccccc12,-2.1%,-4%
COc1ccccc1N(CC(=O)NCc1ccccc1)C(=O)CCC(=O)Nc1ccccn1,5.3%,·
Cc1nc2c(C(=O)NCc3ccc(F)cc3)c[nH]n2c(=O)c1Cl,2.6%,1%
c1ccc(NCc2ccc3c(c2)OCO3)cc1,1.1%,1%
CC1(C)Cc2c(C#N)c(OCC(=O)c3ccccc3)nc(-c3ccoc3)c2CO1,-1.8%,6%
O=C(NC(Nc1ncccn1)C(=O)c1ccccc1)c1ccccc1 (stereo not given),-5.4%,-12%
CCOc1ccc(C(=O)Nc2cccc(NC(=O)c3cccc4ccccc34)c2)cc1,-2.1%,0%
c1ccc(-n2ncc3c2CCc2c-3[nH]c3ccccc23)cc1,-2.1%,4%
CCOC(=O)c1nn(-c2ccccc2)c(=O)c(C#N)c1C,-1.7%,-3%
Cn1c(C(=O)N2CCc3ccccc3C2)cc2oc3ccccc3c21,2.7%,-1%
COc1ccc(C(=O)NC2=NCCS2)c(OC)c1,-3.8%,0%
CC1(C)CC(=O)C2=C(C1)c1c(ccc3ccccc13)NC2c1ccccc1[N+](=O)[O-] (stereo not given),2.3%,3%
CCC(=O)Nc1ccc(C(=O)CSc2nnc(-c3cccnc3)o2)cc1,-1.3%,-5%
COC(=O)c1c(NC(=O)c2ccc([N+](=O)[O-])cc2Cl)sc2c1CCCCCC2,2.2%,-1%
O=C1NC(=O)C(=Cc2cccc(OS(=O)(=O)c3ccc([N+](=O)[O-])cc3)c2)C(=O)N1,-3.4%,4%
CCc1n[nH]c(=S)n1/N=C/c1ccc2c(c1)OCO2,5.2%,·
COc1ccc(Cn2nnc(C(=O)Nc3ccc(F)cc3)c2N)cc1,0.5%,-13%
CCOc1ccc(NC(=O)NCCN2C(C)CCCC2C)cc1 (stereo not given),0.2%,-9%
COc1cc(-c2nc(-c3cccc(C(F)(F)F)c3)no2)cc(OC)c1OC,-2.4%,-12%
CCNC(=O)c1c(C)nc2ccccn12,-2.4%,-2%
COc1cc(S(=O)(=O)NCc2ccc3c(c2)OCO3)ccc1Cl,·,-9%
Cc1ccc2oc(NC(=O)N3CCOCC3)cc(=O)c2c1,3.7%,-1%
Cc1ccc(C(=O)Nc2ccc3nn(-c4cccc([N+](=O)[O-])c4)nc3c2)cc1,·,0%
CCOC(=O)c1c(NC(=O)c2ccc(Br)o2)sc2c1CCCC2,-1.7%&1.5%,5%&0%
O=C(CN1C(=O)C2CC=CCC2C1=O)Nc1nnc(SCc2ccc(F)cc2)s1 (stereo not given),0.2%,·
O=[N+]([O-])c1cccc(-n2nncc2C23CC4CC(CC(C4)C2)C3)c1,0.7%,5%
COC(=O)CN(c1ccc(Cl)cc1)S(C)(=O)=O,0.7%,-2%
C=CCOC(=O)C1=C(C)NC(C)=C(C(=O)OCC=C)C1c1ccc(OC)c(OC)c1,-1.6%,2%
CC1SC(c2ccccc2)N(CCc2ccccc2)C1=O (stereo not given),4.1%,1%
O=C1CCc2cc(S(=O)(=O)N3CCN(c4cccc(Cl)c4)CC3)ccc2N1,2.8%,-5%
CC(C)NC(=O)C(C)n1cccc1C(=O)c1ccccc1 (stereo not given),1.7%,5%
COc1ccc(NC(=O)NCc2ccncc2)cc1,-2.9%,·
CN1CCN(CCCNC(=O)c2cc3c(=O)oc4ccccc4c3s2)CC1,0.3%,-4%
COC(=O)c1ccc(N2CCN(C)CC2)c(NC(=O)COc2ccc(OC)cc2)c1,-3.6%,-5%
CC(C)CCNC(=O)CSc1nnc(-c2ccc(S(=O)(=O)N3CCCC3)cc2)n1C,0.9%,·
CCCCOc1ccc(/C=C2/C(=O)NN(c3ccc(C(=O)OCC)cc3)C2=O)cc1OC,0.4%,7%

# Retrieved by structure from the entries so far:
SMILES,Hsp70 displacement,MKP-3 inhibition
CC(C)NC(=O)C(C)n1cccc1C(=O)c1ccccc1 (stereo not given),1.7%,5%
CN1CCN(CCCNC(=O)c2cc3c(=O)oc4ccccc4c3s2)CC1,0.3%,-4%
CC(C)CCNC(=O)CSc1nnc(-c2ccc(S(=O)(=O)N3CCCC3)cc2)n1C,0.9%,·
COC(=O)c1ccc(N2CCN(C)CC2)c(NC(=O)COc2ccc(OC)cc2)c1,-3.6%,-5%
C=CCOC(=O)C1=C(C)NC(C)=C(C(=O)OCC=C)C1c1ccc(OC)c(OC)c1,-1.6%,2%

# Next part
SMILES,Hsp70 displacement,MKP-3 inhibition
Cc1ccc(S(=O)(=O)/N=C(\CN2CCOCC2)N2CCOCC2)cc1,-3.2%,·
N/C(=N\OS(=O)(=O)c1ccc([N+](=O)[O-])cc1)c1ccccn1,-1.3%,5%
Cc1cccc2nc(Cn3c(=O)n(CCC(=O)NCc4ccco4)c(=O)c4sccc43)cc(=O)n12,-1.2%,11%
Cc1ccc2nc(-c3ccc(C)c(NC(=S)NC(=O)c4ccccc4Cl)c3)oc2c1,0.0%,1%
